# TGFb SMAD3 inh: TGF-b pathway inhibition; HepG2 CAGA-GFP TGF-b/SMAD3 reporter, GFP fluorescence, 18 h; TGF-beta stimulated, 500 pg/mL final; Potency, µM (doses to about 46.1 µM), without a hit: at the top dose activity, negative = inhibition, usual class: inhibitors; 1.2% of 410,000 active; AID 588855; also: potency is read from the fitted curve at half-maximal effect; % is scaled to controls: 0 for no effect and ±100 for the full control effect; nearly all actives have a fitted effect of over 65% in size
#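 TGF-beta reporter screen: HEPG2 CAGA-GFP, 1% FBS, 500 pg/mL TGF-beta final, 18 h; per-cell GFP summed per well; curves fitted and categorized by class.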
# A549 tox: counter-screen for Nrf2 inhibitors: cytotoxicity in A549 cells; AID 504648; 0.16% of 390,000 active; A549 ARE-Fluc cells, CellTiter-Fluor viability, 18-24 h; Potency, µM (top dose mostly 46 µM), without a hit: top-dose activity change, negative = cytotoxicity, usual class: inhibitors; also: potency is read from the fitted curve at half-maximal effect; % is scaled to controls: 0 for no effect and ±100 for the full control effect
#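 A549 ARE_Fluc cells in 5% FBS OPTI-MEM were exposed to compounds in concentration-response for 18-24 h at 37 deg C. Viability was read by CellTiter-Fluor fluorescence (Ex 405/Em 525) after 30 min, before the luciferase read.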
# pAkt inh: Akt phosphorylation inhibition; Neuro2A IGF-stimulated pAkt S473 HTRF, 20 min; active compounds read low; 0.32% of 360,000 active; activity change, % for hits at 50 µM; in the data active = activity change below about -80%; inconclusive = mostly about -51% to -80%; also: % is scaled to controls: 0 for no effect and ±100 for the full control effect
#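 Single-point screen (50 µM final compound) in Neuro2A cells stimulated 20 min with 6 nM IGF at 37 deg C. After lysis, Ser473-phosphorylated Akt read by HTRF (ex 330 nm, em 615/665 nm) as the 665/615 ratio.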
# S2 tox: reduces viability in counter-screen for ATXN expression inhibitors | S2 cells (HEK-293 line with an ATXN2-luciferase reporter) viability, CellTiter-Fluor protease fluorescence, 24 h | Potency, µM (doses to about 56.7 µM), hits mostly cytotoxic | 0.49% of 400,000 active | AID 651635; also: potency is read from the fitted curve at half-maximal effect; nearly all actives have a fitted effect of over 40% in size
# CCT modulator: cytosolic chaperonin activity modulation; purified chaperonin ATPase assay, HTRF ADP detection, 30 min; activity change, % (concentration not given with the values), hits read low; 0.3% of 360,000 active; AID 651819; in the data active = activity change below about -30%; also: % is scaled to controls: 0 for no effect and ±100 for the full control effect
#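 Enzyme 40 or 20 nM (batch-dependent) in Tris pH 7.4/KCl/MgCl2/DTT; cpd 76 uM single point; ATP 10 uM; 30 min 37 °C; Transcreener ADP HTRF detection, 30 min RT; ratio 665/615.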
# Nrf2 inh: blocks Nrf2 signaling. Potency, µM (top dose mostly 46 µM), inactives show at the highest dose activity change, negative = inhibition, most hits filed as inhibitors. A549 ARE-Fluc reporter, luciferase luminescence, 18-24 h. 2.1% of 360,000 active; also: potency is read from the fitted curve at half-maximal effect; % is scaled to controls: 0 for no effect and ±100 for the full control effect; nearly all actives have a fitted effect of over 60% in size
#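 A549 ARE_Fluc cells, 5000/well, 5% FBS OPTI-MEM; compounds in dose-response, 18-24 h at 37 °C/5% CO2; CellTiter-Fluor viability read (Ex 405/Em 525), then BugLite luciferase luminescence = Nrf2 activity.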
# Mm-Cpn inhibitor: inhibitors of Methanococcus maripaludis chaperonin (MmCpn) | AID 504842 | purified Mm-Cpn ATPase, ADP Transcreener TR-FRET | 0.031% of 330,000 active | Potency, µM (doses to about 76.9 µM), for the others: at the highest dose activity, negative = inhibition, usual class: inhibitors; also: potency is read from the fitted curve at half-maximal effect; % is scaled to controls: 0 for no effect and ±100 for the full control effect; nearly all actives have a fitted effect of over 80% in size
#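 Measured: ADP formation by purified Mm-CPN. Conditions: 25 nM protein, 10 uM ATP, Tris pH 7.4 with Mg2+, K+ and DTT, 37°C for 30 min. Detection: Transcreener HTRF after 30 min at room temperature.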
# Nrf2 activator: Nrf2 pathway activation. AREc32 ARE-luciferase reporter (MCF7-derived line), luminescence, 24 h. 0.31% of 410,000 active. Potency, µM (titrated, usually from 46.1 µM), inactives show at the highest dose activation, most hits filed as activators. AID 624171; also: potency is read from the fitted curve at half-maximal effect; % of control where 0% means no effect; nearly all actives have a fitted effect of over 65% in size
#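 Nrf2 activation is followed as ARE-luciferase induction in the AREc32 line after one day of compound treatment; luminescence is read with Steady-Glo.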
# HepG2 tox: HepG2 cytotoxicity, counter-screen for TGF-b inhibitors; HepG2 CAGA-GFP viability, ATP luminescence, 18 h; Potency, µM (highest dose often 46.1 µM), without a hit: at the top dose activity change, negative = cytotoxicity, most hits filed as cytotoxic; 0.76% of 410,000 active; AID 588856; also: potency is read from the fitted curve at half-maximal effect; some results filed as inactive show a strong effect at the top dose
#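 CellTiter-Glo luminescence gave cytotoxicity after 18 hours at 37 degrees C. The cells were HepG2 CAGA-GFP in 1% FBS DMEM, stimulated with 500 pg/mL TGF-beta after compound addition. %Activity was normalised to no-cell wells (complete cell-killing) and DMSO (no toxicity), and curves were fitted and classified.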
# The depositor's hits bear a star; i = inactive; ? = inconclusive; . = not tested or not shown; & = joins results of further samples. Unless noted, calls follow the shape of the dose curve; as a rule, active = well fitted curve in the direction sought with a large enough effect; inconclusive = small, poorly fitted or top-dose-only effect, or another doubt; inactive = no such curve, though single readings can be large; an effect the other way counts as inactive or inconclusive.
nr	smiles	CCT modulator	HepG2 tox	Mm-Cpn inhibitor	A549 tox	Nrf2 activator	Nrf2 inh	pAkt inh	S2 tox	TGFb SMAD3 inh
1	CCCN(CCO)C1CCN(CCc2ccccc2)CC1	2.6	9%	-13%	-9%	-0.2%	13%	i	i	0%
2	CCN(C(=O)COC(=O)/C=C/c1c(C)nn(-c2ccccc2)c1C)c1c(N)n(Cc2ccccc2)c(=O)[nH]c1=O	1.8	-16%	.	-8%	0.3%	-29%	i	i	-30%
3	COc1ccc(CC(=O)Nc2c(C(=O)N3CCN(c4ncccn4)CC3)oc3ccccc23)cc1OC	-2.7	8%	1%	-18%	-0.6%	-23%	i	i	9%
4	CCN1CC(C)(C)N(C(=O)c2ccccc2)CC1(C)C	-1.9	-5%	.	-9%	-0.5%	-3%	i	i	-10%
5	COc1ccc(Br)cc1CNC(=O)CN1C(=O)C(c2ccccc2)Oc2cccnc21 (stereo not drawn)	0.8	-17%	-16%	0%	-0.5%	2%	i	i	8%
6	Cc1cccc(C(=O)OCc2cncs2)c1	0.5	-15%	-1%	-2%	-0.6%	11%	i	i	1%
7	CCOC(=O)c1c(-c2cccs2)csc1NC(=O)c1ccncc1	2.6	-7%	1%	0%	-0.3%	-25%	i	i	-2%
8	COc1ccc(-c2csc(N(CCCN(C)C)C(=O)c3ccc(F)cc3)n2)cc1	-0.3	-5%	0%	-1%	0.6%	3%	i	i	-1%
9	CCC(Sc1ccc2nnc(CCNS(=O)(=O)c3ccc(OC)cc3)n2n1)C(=O)OC (stereo not drawn)	-2.1	-9%&2%	1%	2%&7%	0.4%&-0.6%	-8%&16%	i	i	-20%&-15%
10	COCCNc1nc2cc(-c3ccccc3OC)sc2c(=O)n1C	0.3	1%	.	.	14%	.	i	i	-17%
11	CS(=O)(=O)Nc1ccc(C2=NN(S(=O)(=O)c3ccc(F)cc3)C(c3ccco3)C2)cc1 (stereo not drawn)	-0.7	-75%	-5%	-6%	0.2%	?	i	?	?
12	NC(N)=NCCCC(NC(=O)c1ccccc1)C(=O)Nc1ccc([N+](=O)[O-])cc1 (stereo not drawn)	-1.4	0%	1%	-3%	0.1%	5%	i	i	7%
13	CCCN(CCC(=O)Nc1cc(OC)cc(OC)c1)CC1CC1	-1.8	3%	-3%	1%	-0.3%	.	i	i	0%
14	O=C(/C=C/Nc1ccc(Oc2ccccc2)cc1)c1ccco1	1.0	-58%	-1%	-22%	?	?	i	i	-17%
15	O=C(OCc1ccc(Br)cc1)c1cccc(S(=O)(=O)N2CCCC2)c1	-1.6	0%	3%	3%	-0.4%	-3%	i	i	10%
16	Cc1c(Nc2nc3ccccc3nc2NS(=O)(=O)c2cccs2)c(=O)n(-c2ccccc2)n1C	-0.4	-13%	0%	-12%	-0.2%	6%	i	i	5%
17	O=C(O)c1ccccc1C(=O)c1ccc(Cl)cc1	0.0	-3%	1%	-1%	-0.6%	-1%	i	i	4%
18	COc1ccc(-c2onc(C)c2C)cc1S(=O)(=O)NC1CCCCC1	.	-3%	.	-1%	3.1%	-21%	.	.	0%
19	CC(=O)c1sc(NC(=O)C(C)(C)C)nc1C	-0.5	-11%	-14%	2%	3.3%	4%	i	i	25%
20	CSc1nccc(-c2cc(Cl)sc2Cl)n1	-5.3	8%	-4%	14%	11µM*	.	i	i	-1%
21	COc1cc(CNc2nc(C)c([N+](=O)[O-])c(C)c2C#N)cc(OC)c1OC	-1.0	2%	-1%	-9%	0.7%	-23%	i	i	-2%
22	CC(Oc1ccc(Cl)cc1)C(=O)Nc1nccs1 (stereo not drawn)	0.7	-29%	-4%	2%	3.1%	-25%	i	i	-6%
23	COC(=O)c1ccccc1NC(=O)CSc1nc2ccsc2c(=O)n1CCCCC(=O)O	-1.4	-8%	.	.	-0.1%	.	i	i	-1%
24	COc1ccc(CNC(=O)CNC(=O)c2sc3ccccc3c2Cl)cc1OC	-1.0	3%	-22%	-6%	0.1%	?	i	i	-3%
25	CC1Cc2ccccc2N1S(=O)(=O)c1cccc(C(=O)OCC(=O)N2CCOCC2)c1 (stereo not drawn)	0.7	5%	-1%	2%	-1.1%	0%	i	i	0%
26	COc1ccc(CNCc2ccc(C)cc2)c(OC)c1	-1.8	4%	1%	12%	0.2%	1%	i	i	-25%
27	c1ccc(CSc2nnc(-c3ccccn3)n2-c2ccccc2)cc1	-0.9	-26%	1%	-4%	-0.5%	-6%	i	i	-1%
28	CCCCNC(=O)Nc1ccnn1C1CCCCC1	0.8	6%	2%	-5%	-0.4%	-7%	i	i	18%
29	Cc1ccccc1Nc1nnc(SCC(=O)Nc2ncc(C(F)(F)F)cc2Cl)s1	2.4	-16%	0%	0%	-0.2%	-4%	i	i	19%
30	CC(C)C1C(=O)N(Cc2cn(CCC3OCCO3)nn2)CCS(=O)(=O)N1Cc1ccc(-c2cccc(N(C)C)c2)cc1 (stereo not drawn)	-1.2	-6%	.	.	-0.1%	.	i	?	-15%
31	Cc1ccc(C)c(NC(=O)Cc2coc3cc(C)cc(C)c23)c1	.	-13%	.	-14%	-1.2%	-21%	.	i	-12%
32	CCOc1cccc(C(=O)NC(c2ccccc2)C(C)C)c1 (stereo not drawn)	-2.8	-5%	1%	0%	0.0%	-16%	i	i	1%
33	COc1cc2oc(=O)ccc2c(OC)c1CC(O)C(C)(C)O (stereo not drawn)	-0.1	-29%	-1%	-7%	0.2%	11%	i	i	0%
34	CN(C(=O)COc1ccc2c(-c3ccccc3)cc(=O)oc2c1)C1CCS(=O)(=O)C1 (stereo not drawn)	-3.8	5%	-3%	2%	-0.4%	-8%	i	i	0%
35	COc1ccc(OC)c(/C=C/C(=O)c2ccc(Cl)cc2)c1	-0.3	-89%	-2%	-1%	?	-29%	i	i	?
36	CCCNC(=O)c1c(NC(=O)C2COc3ccccc3O2)sc2c1CCCC2 (stereo not drawn)	-1.2	-7%	-25%	-6%	0.3%	19%	.	i	-7%
37	CC(=O)N1CCc2cc(S(=O)(=O)CCC(=O)N3CCN(c4cccc(C)c4C)CC3)ccc21	.	-3%	.	-4%	0.1%	?	.	i	-4%
38	COc1ccc(C(=O)N/C(=C\c2ccccc2)C(=O)Nc2ccc(C(=O)NCC(=O)O)cc2)cc1	-0.5	12%	-4%	12%	0.5%	13%	i	i	16%
39	CC1(C)CN(C2CCCCC2)C(=O)[C@H]1CC(=O)Nc1ccccc1	-2.1	-19%	.	.	-1.1%	.	i	i	3%
40	CCc1nccn1CCC(=O)N1CCCC(Nc2ccc(C(C)C)cc2)C1 (stereo not drawn)	-0.4	-2%	1%	0%	0.1%	-16%	i	i	-6%

# A different layout for 11 compounds above.
# Under each structure: CCT modulator	HepG2 tox	Mm-Cpn inhibitor	A549 tox	Nrf2 activator	Nrf2 inh	pAkt inh	S2 tox	TGFb SMAD3 inh
1: CCCN(CCO)C1CCN(CCc2ccccc2)CC1
 : 2.6	9%	-13%	-9%	-0.2%	13%	i	i	0%
2: CCN(C(=O)COC(=O)/C=C/c1c(C)nn(-c2ccccc2)c1C)c1c(N)n(Cc2ccccc2)c(=O)[nH]c1=O
 : 1.8	-16%	.	-8%	0.3%	-29%	i	i	-30%
3: COc1ccc(CC(=O)Nc2c(C(=O)N3CCN(c4ncccn4)CC3)oc3ccccc23)cc1OC
 : -2.7	8%	1%	-18%	-0.6%	-23%	i	i	9%
4: CCN1CC(C)(C)N(C(=O)c2ccccc2)CC1(C)C
 : -1.9	-5%	.	-9%	-0.5%	-3%	i	i	-10%
5: COc1ccc(Br)cc1CNC(=O)CN1C(=O)C(c2ccccc2)Oc2cccnc21 (stereo not drawn)
 : 0.8	-17%	-16%	0%	-0.5%	2%	i	i	8%
6: Cc1cccc(C(=O)OCc2cncs2)c1
 : 0.5	-15%	-1%	-2%	-0.6%	11%	i	i	1%
7: CCOC(=O)c1c(-c2cccs2)csc1NC(=O)c1ccncc1
 : 2.6	-7%	1%	0%	-0.3%	-25%	i	i	-2%
8: COc1ccc(-c2csc(N(CCCN(C)C)C(=O)c3ccc(F)cc3)n2)cc1
 : -0.3	-5%	0%	-1%	0.6%	3%	i	i	-1%
9: CCC(Sc1ccc2nnc(CCNS(=O)(=O)c3ccc(OC)cc3)n2n1)C(=O)OC (stereo not drawn)
 : -2.1	-9%&2%	1%	2%&7%	0.4%&-0.6%	-8%&16%	i	i	-20%&-15%
10: COCCNc1nc2cc(-c3ccccc3OC)sc2c(=O)n1C
 : 0.3	1%	.	.	14%	.	i	i	-17%
11: CS(=O)(=O)Nc1ccc(C2=NN(S(=O)(=O)c3ccc(F)cc3)C(c3ccco3)C2)cc1 (stereo not drawn)
 : -0.7	-75%	-5%	-6%	0.2%	?	i	?	?

# Next section
nr	smiles	CCT modulator	HepG2 tox	Mm-Cpn inhibitor	A549 tox	Nrf2 activator	Nrf2 inh	pAkt inh	S2 tox	TGFb SMAD3 inh
41	c1ccc2c(OCCCCN3CCOCC3)cccc2c1	1.0	1%	0%	-17%	1.7%	-22%	i	i	1%
42	COc1ccccc1Nc1nc(-c2sc(NC(=O)c3ccco3)nc2C)cs1	-0.4	-33%	?	-15%	3.0%	?	i	i	1%
43	Cc1ccc(NS(=O)(=O)c2c(C)[nH]c(=O)[nH]c2=O)c(C)c1	1.4	1%&-1%	2%	-1%&-4%	-0.3%&0.2%	-6%&-6%	i	i	-2%&-12%
44	Clc1ccc(/C=C\c2nccc3c2[nH]c2ccccc23)cc1	0.1	-47%	-2%	3%	31%	?	i	.	-27%

# Source: PubChem BioAssay
